NSD2 block: inhibitors of human NSD2, primary screen, biochemical, plate reader, single point | Histone-lysine N-methyltransferase NSD2 (Homo sapiens), O96028 | NSD2-SET H3K36me1 DELFIA fluorescence | inhibition, % at 12.5 µM | 0.07% of 44,000 active | AID 624260, 2012; in the data active = inhibition above about 54%, passing the limit was not always enough; inconclusive = no clear call, values can overlap the other calls;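 also: inhibitors reduce the monomethyl H3K36 fluorescence signal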
Target sequence (O96028 whole entry, looked up): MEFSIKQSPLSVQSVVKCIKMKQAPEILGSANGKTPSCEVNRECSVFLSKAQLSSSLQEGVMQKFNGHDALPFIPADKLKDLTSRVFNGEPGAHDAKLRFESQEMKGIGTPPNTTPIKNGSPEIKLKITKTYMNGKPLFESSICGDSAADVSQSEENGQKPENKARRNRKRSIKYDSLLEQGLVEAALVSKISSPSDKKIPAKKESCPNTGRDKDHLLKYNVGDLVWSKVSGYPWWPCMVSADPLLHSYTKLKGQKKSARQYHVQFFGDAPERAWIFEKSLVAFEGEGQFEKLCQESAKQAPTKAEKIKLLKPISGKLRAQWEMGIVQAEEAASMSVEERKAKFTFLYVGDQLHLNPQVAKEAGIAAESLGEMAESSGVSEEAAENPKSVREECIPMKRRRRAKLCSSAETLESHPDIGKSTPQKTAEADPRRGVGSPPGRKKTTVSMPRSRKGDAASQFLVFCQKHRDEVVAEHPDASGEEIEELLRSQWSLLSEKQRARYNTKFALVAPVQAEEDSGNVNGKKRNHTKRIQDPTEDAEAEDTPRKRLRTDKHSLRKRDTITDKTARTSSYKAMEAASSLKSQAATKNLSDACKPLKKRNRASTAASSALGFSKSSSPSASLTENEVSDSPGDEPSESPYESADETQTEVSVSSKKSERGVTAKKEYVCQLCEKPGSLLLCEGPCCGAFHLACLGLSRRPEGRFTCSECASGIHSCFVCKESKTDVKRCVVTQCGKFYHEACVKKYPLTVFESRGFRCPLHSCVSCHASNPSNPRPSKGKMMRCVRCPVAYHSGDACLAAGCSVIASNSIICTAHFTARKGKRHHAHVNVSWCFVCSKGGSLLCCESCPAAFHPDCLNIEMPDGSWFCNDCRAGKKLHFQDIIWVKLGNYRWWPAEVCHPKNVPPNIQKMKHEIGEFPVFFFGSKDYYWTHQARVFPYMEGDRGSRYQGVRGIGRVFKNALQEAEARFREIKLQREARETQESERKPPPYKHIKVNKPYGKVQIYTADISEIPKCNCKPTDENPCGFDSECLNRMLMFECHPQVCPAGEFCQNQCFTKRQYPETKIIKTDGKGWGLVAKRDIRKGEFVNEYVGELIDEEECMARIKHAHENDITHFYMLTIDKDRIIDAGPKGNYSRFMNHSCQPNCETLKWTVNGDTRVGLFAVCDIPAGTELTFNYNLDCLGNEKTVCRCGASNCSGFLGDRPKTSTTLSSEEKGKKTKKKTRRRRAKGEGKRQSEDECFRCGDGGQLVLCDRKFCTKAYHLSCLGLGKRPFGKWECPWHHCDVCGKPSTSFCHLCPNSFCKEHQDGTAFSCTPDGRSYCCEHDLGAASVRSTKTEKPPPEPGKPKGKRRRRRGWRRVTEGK
* marks the source's active call; other numbers are inactive results; ? = inconclusive.

SMILES	NSD2 block
C[C@H](CO)N1C[C@H](C)[C@H](CN(C)C(=O)CC2CC2)Oc2ncc(-c3ccc(C#N)cc3)cc2C1=O	-2.4
C[C@@H]1CCCCO[C@H](CN(C)C(=O)Nc2ccc(C(F)(F)F)cc2)[C@H](C)CN([C@H](C)CO)C(=O)c2cc(NC(=O)CCC(F)(F)F)ccc2O1	-1.4
C[C@H]1CN([C@@H](C)CO)C(=O)c2ccccc2-c2ccccc2CO[C@@H]1CN(C)C(=O)Cc1ccccc1	2.9
COc1ccc(-c2cnc3c(c2)C(=O)N([C@H](C)CO)C[C@H](C)[C@H](CN(C)Cc2ccc(C(=O)O)cc2)O3)cc1	-1.8
CC1(C)COC(CCC/C=N/NC(=O)CCCCCC(=O)O)OC1	8.3
C[C@@H]1CN([C@@H](C)CO)C(=O)c2cc(NS(=O)(=O)c3ccccc3)ccc2O[C@@H](C)CCCCO[C@@H]1CN(C)Cc1ccccc1	1.0
C[C@H]1CN([C@@H](C)CO)C(=O)c2cccc(NC(=O)Nc3ccc(F)cc3)c2O[C@@H]1CN(C)C(=O)Nc1ccc(C(F)(F)F)cc1	-2.0
CC(=O)N(C)C[C@@H]1Oc2cc(C#Cc3ccccc3)ccc2S(=O)(=O)N([C@H](C)CO)C[C@@H]1C	9.7
Cc1ccc(S(=O)(=O)N(C)C[C@@H]2Oc3ccc(NC(=O)C4CCCCC4)cc3CC(=O)N([C@H](C)CO)C[C@@H]2C)cc1	0.3
C[C@@H]1CN([C@H](C)CO)C(=O)c2cc(NC(=O)CCCCCC(=O)Nc3ccccc3N)ccc2O[C@@H]1CN(C)C	1.2
CCO[C@@H]1OC(C(=O)NCc2ccccc2)=C[C@H](C)[C@H]1CCCO	-1.8
Nc1nc2ccc(OC(F)(F)F)cc2s1	1.8
O=C1CS(=O)(=O)C(c2ccccc2)N1c1cccc(Cl)c1 (stereo not drawn)	-5.3
C[C@@H]1CN([C@H](C)CO)C(=O)c2cccc(NC(=O)Nc3ccccc3)c2O[C@H]1CN(C)C(=O)Nc1ccc(C(F)(F)F)cc1	-12.6
COC(=O)c1c(C)nn(C(=O)c2ccc(C)cc2)c1-c1cc(C)on1	2.0
C[C@@H]1CCCCO[C@H](CN(C)Cc2ccncc2)[C@@H](C)CN([C@H](C)CO)C(=O)c2cc(NS(=O)(=O)c3ccccc3)ccc2O1	-0.5
C/C=C/c1cnc2c(c1)C(=O)N([C@@H](C)CO)C[C@H](C)[C@@H](CN(C)C(=O)Nc1ccc(C(F)(F)F)cc1)O2	2.1
Cc1ccc(S(=O)(=O)N(C)C[C@H]2Oc3ccc(NC(=O)C4CCCCC4)cc3C(=O)N([C@@H](C)CO)C[C@H]2C)cc1	-0.2
C[C@H]1CN([C@@H](C)CO)C(=O)c2cc(-c3ccc(C#N)cc3)cnc2O[C@@H]1CN(C)Cc1cccnc1	7.4
C[C@@H]1CN([C@H](C)CO)C(=O)Cc2cc(N(C)C)ccc2O[C@@H]1CN(C)Cc1ccncc1	-0.8
C[C@@H]1CN([C@@H](C)CO)C(=O)c2cc(NS(=O)(=O)c3cn(C)cn3)ccc2O[C@@H]1CN(C)S(=O)(=O)c1cccs1	0.7
C[C@H](CO)N1C[C@H](C)[C@H](CN(C)S(=O)(=O)c2cccs2)Oc2ccc(NC(=O)C3CCCCC3)cc2CC1=O	1.7
C[C@@H]1CN([C@H](C)CO)C(=O)Cc2cc(NC(=O)Cc3cn(C)c4ccccc34)ccc2O[C@H]1CN(C)Cc1ccccc1	-1.2
O=C(Nc1ccc2c(c1)[C@H]1C[C@H](CC(=O)N3CCOCC3)O[C@H](CO)[C@H]1O2)C1CCC1	0.7
COc1ccc(NC(=O)Nc2ccc3c(c2)CC(=O)N([C@@H](C)CO)C[C@@H](C)[C@@H](CN(C)S(=O)(=O)c2cn(C)cn2)O3)cc1	18.7
C[C@@H]1CN([C@H](C)CO)C(=O)c2cc(NC(=O)C3CC3)ccc2O[C@@H]1CN(C)Cc1ccccc1	-2.4
CNC[C@@H]1Oc2ccc(NS(C)(=O)=O)cc2C(=O)N([C@H](C)CO)C[C@H]1C	-0.5
C[C@@H]1CCCCO[C@H](CN(C)C(=O)c2ccncc2)[C@@H](C)CN([C@H](C)CO)C(=O)c2cc(NC(=O)c3ccccc3)ccc2O1	0.0
C[C@@H]1CN([C@H](C)CO)C(=O)c2cc(C#C[C@@H](C)O)cnc2O[C@@H]1CN(C)C(=O)CN1CCOCC1	-3.9
C[C@@H]1CN([C@@H](C)CO)C(=O)Cc2cc(NS(=O)(=O)c3cccs3)ccc2O[C@@H]1CN(C)Cc1ccc(Cl)c(Cl)c1	8.1
Cc1noc(C)c1S(=O)(=O)N(C)C[C@H]1OCCCC[C@H](C)Oc2ccc(NC(=O)NC3CCCCC3)cc2C(=O)N([C@@H](C)CO)C[C@@H]1C	-2.2
C[C@@H]1CN([C@H](C)CO)C(=O)Cc2cc(NC(=O)C3CCCCC3)ccc2O[C@@H]1CN(C)S(=O)(=O)c1ccc(Cl)cc1	2.3
Cc1ccc(S(=O)(=O)Nc2ccc3c(c2)C(=O)N([C@@H](C)CO)C[C@@H](C)[C@@H](CN(C)S(=O)(=O)c2cccs2)O3)cc1	0.0
C[C@@H]1CN([C@H](C)CO)S(=O)(=O)c2ccc(-c3cccnc3)cc2O[C@@H]1CN(C)C(=O)c1ccc2c(c1)OCO2	-7.8
C[C@@H]1CN([C@@H](C)CO)C(=O)c2cc(-c3cccc(F)c3)cnc2O[C@H]1CN(C)Cc1cncnc1	6.7
C[C@H]1CN([C@@H](C)CO)C(=O)c2cc(NC(=O)Cn3cnnn3)ccc2O[C@@H]1CN(C)Cc1ccc(Oc2ccccc2)cc1	0.1
Cc1ccccc1-c1ccc2c(c1)O[C@@H](CN(C)Cc1ccncc1)[C@H](C)CN([C@@H](C)CO)S2(=O)=O	-17.4
O=C1c2ccccc2[C@](Cc2ccccc2I)(C(=O)NCc2ccccc2)[C@H](c2ccc(CO)cc2)N1C1CCCCC1	-1.6
CCCNc1ncnc2ccccc12	7.8
O=C(O)c1cc(N(Cc2ccccc2O)Cc2cc(O)ccc2O)ccc1O	-0.3
CN(C)CC(=O)Nc1ccc2c(c1)[C@H]1C[C@@H](CC(=O)N3CCCCC3)O[C@H](CO)[C@H]1O2	-0.3
CCCN(C)C[C@H]1OCCCC[C@@H](C)Oc2ccc(NC(=O)NC3CCCCC3)cc2C(=O)N([C@@H](C)CO)C[C@H]1C	-3.7
C[C@H](CO)N1C[C@H](C)[C@H](CN(C)Cc2ccc3c(c2)OCO3)Oc2ccc(NS(=O)(=O)c3cn(C)cn3)cc2C1=O	2.3
Cc1noc(C)c1NC(=O)N(C)C[C@H]1OCCCC[C@@H](C)Oc2ccc(NC(=O)CCC(F)(F)F)cc2C(=O)N([C@H](C)CO)C[C@H]1C	19.9
O=C(O)c1ccc(/C=N/NC(=O)c2ccccc2O)cc1	-0.9
C[C@H]1CCCCO[C@@H](CN(C)Cc2ccc3c(c2)OCO3)[C@@H](C)CN([C@@H](C)CO)C(=O)c2cc(NC(=O)Nc3cccc4ccccc34)ccc2O1	10.8
COCC(=O)N(C)C[C@H]1Oc2cc(C3=CCCCC3)ccc2S(=O)(=O)N([C@@H](C)CO)C[C@@H]1C	1.0
Cc1noc(C)c1S(=O)(=O)Nc1ccc2c(c1)CC(=O)N([C@H](C)CO)C[C@@H](C)[C@@H](CN(C)C(=O)Nc1ccc(F)cc1)O2	4.7
O=C(NO)c1cccc(C(=O)N/N=C/c2ccccc2OCCO)c1	4.2
C[C@@H]1CN([C@@H](C)CO)C(=O)CCCn2cc(nn2)CO[C@@H]1CN(C)Cc1ccc(C(F)(F)F)cc1	0.4
COC(=O)CCCCCCC(=O)Nc1ccc(C2OC(CN(C)Cc3ccccc3)CC(c3ccccc3)O2)cc1 (stereo not drawn)	-3.0
C[C@H]1CCCCO[C@H](CN(C)C(=O)NC2CCCCC2)[C@@H](C)CN([C@@H](C)CO)C(=O)c2cc(NC(=O)Nc3ccc(F)cc3)ccc2O1	-4.5
CNC[C@H]1Oc2cc(C#CCC3CCCC3)ccc2S(=O)(=O)N([C@H](C)CO)C[C@@H]1C	3.3
COc1ccc(C#Cc2cnc3c(c2)C(=O)N([C@@H](C)CO)C[C@@H](C)[C@@H](CN(C)C(=O)CC2CC2)O3)cc1	2.3
C[C@H]1CN([C@@H](C)CO)C(=O)c2cc(/C=C/c3ccccc3)cnc2O[C@@H]1CN(C)Cc1cccnc1	4.4
C[C@H](CO)N1C[C@H](C)[C@@H](CN(C)CC2CCOCC2)Oc2ncc(Br)cc2C1=O	5.6
C[C@@H]1CN([C@H](C)CO)C(=O)c2cccc(NC(=O)CCCCCC(=O)Nc3ccccc3N)c2O[C@@H]1CN(C)S(=O)(=O)c1ccc(F)cc1	-5.1
C[C@H]1CN([C@@H](C)CO)C(=O)Cc2cc(NC(=O)C3CC3)ccc2O[C@@H]1CN(C)C(=O)Nc1ccc(F)cc1	6.5
C[C@@H]1CN([C@H](C)CO)C(=O)c2cc(NC(=O)Cc3cn(C)c4ccccc34)ccc2O[C@@H]1CN(C)S(=O)(=O)c1ccccc1	-20.6
C[C@H](CO)N1C[C@H](C)[C@H](CN(C)S(=O)(=O)c2cccs2)OCCCC[C@H](C)Oc2ccc(NS(=O)(=O)c3ccc(Cl)cc3)cc2C1=O	-1.5

3 structures already listed, ordered by formula weight, high to low:
SMILES	NSD2 block
C[C@H]1CCCCO[C@@H](CN(C)Cc2ccc3c(c2)OCO3)[C@@H](C)CN([C@@H](C)CO)C(=O)c2cc(NC(=O)Nc3cccc4ccccc34)ccc2O1	10.8
Cc1noc(C)c1S(=O)(=O)Nc1ccc2c(c1)CC(=O)N([C@H](C)CO)C[C@@H](C)[C@@H](CN(C)C(=O)Nc1ccc(F)cc1)O2	4.7
C[C@H]1CN([C@@H](C)CO)C(=O)Cc2cc(NC(=O)C3CC3)ccc2O[C@@H]1CN(C)C(=O)Nc1ccc(F)cc1	6.5

Next part:
SMILES	NSD2 block
C[C@@H]1CCCCO[C@H](CN(C)C(=O)Nc2ccc(C(F)(F)F)cc2)[C@H](C)CN([C@H](C)CO)C(=O)c2cc(NS(=O)(=O)c3cn(C)cn3)ccc2O1	0.7
C[C@H](CO)N1C[C@H](C)[C@H](CN(C)C(=O)Nc2ccc3c(c2)OCO3)Oc2c(NC(=O)Nc3ccc(F)cc3)cccc2C1=O	-9.9
COc1ccccc1S(=O)(=O)N(C)C[C@H]1Oc2cc(C#CCC(C)C)ccc2S(=O)(=O)N([C@@H](C)CO)C[C@H]1C	?
C[C@@H]1CN([C@@H](C)CO)C(=O)Cc2cc(NC(=O)Nc3ccc(F)cc3)ccc2O[C@H]1CN(C)Cc1ccc(C(=O)O)cc1	-1.3
C[C@@H]1CN([C@@H](C)CO)C(=O)c2cc(NC(=O)c3ccncc3)ccc2O[C@@H]1CN(C)Cc1ccccc1	0.7
C[C@@H]1CN([C@@H](C)CO)C(=O)Cc2cc(NS(=O)(=O)c3ccc(F)cc3)ccc2O[C@H]1CN(C)C(=O)Nc1cccc2ccccc12	-0.5
Cc1ccc(S(=O)(=O)N(C)C[C@H]2Oc3ccc(NS(=O)(=O)c4c(C)noc4C)cc3CC(=O)N([C@@H](C)CO)C[C@@H]2C)cc1	4.7
Cc1noc(C)c1NC(=O)Nc1ccc2c(c1)C(=O)N([C@@H](C)CO)C[C@H](C)[C@@H](CN(C)S(=O)(=O)c1cn(C)cn1)OCCCC[C@H](C)O2	3.8
COc1ccc(S(=O)(=O)Nc2ccc3c(c2)C(=O)N([C@H](C)CO)C[C@@H](C)[C@@H](CN(C)Cc2ccncc2)OCCCC[C@@H](C)O3)cc1	3.3
C[C@H]1CN([C@@H](C)CO)C(=O)c2cc(NS(C)(=O)=O)ccc2O[C@@H]1CN(C)Cc1ccc(C(=O)O)cc1	30.0
C[C@H]1CN([C@@H](C)CO)C(=O)Cc2cc(NS(=O)(=O)c3ccc(F)cc3)ccc2O[C@H]1CN(C)CC1CC1	0.8
C[C@H]1CN([C@@H](C)CO)C(=O)c2cc(NC(=O)Nc3ccccc3)ccc2O[C@H]1CN(C)C(=O)Nc1cccc2ccccc12	-0.6
CCCN(C)C[C@H]1OCCCC[C@@H](C)Oc2ccc(NS(=O)(=O)c3ccc(OC)cc3)cc2C(=O)N([C@@H](C)CO)C[C@H]1C	-3.9
C[C@@H]1CN([C@@H](C)CO)C(=O)c2cc(-c3ccc(F)cc3)cnc2O[C@@H]1CN(C)C(=O)Nc1ccc(F)cc1	-4.2
O=C(O)CCCCCCC(=O)NN=C1CCCCCC1	-0.3
C[C@@H]1CN([C@H](C)CO)C(=O)c2cc(C3=CCCC3)cnc2O[C@@H]1CN(C)C	3.0
C[C@H]1CN([C@@H](C)CO)C(=O)c2cc(NC(=O)Nc3ccccc3)ccc2O[C@@H]1CN(C)C(=O)Nc1ccc2c(c1)OCO2	3.6
C[C@@H]1CN([C@H](C)CO)C(=O)c2cc(NC(=O)Nc3ccc(F)cc3)ccc2O[C@H]1CN(C)S(=O)(=O)c1ccccc1	-1.4
C[C@@H]1CCCCO[C@@H](CN(C)C)[C@H](C)CN([C@H](C)CO)C(=O)c2cc(NS(C)(=O)=O)ccc2O1	-0.4
C[C@@H]1CN([C@H](C)CO)C(=O)c2cccc(NC(=O)Nc3ccc(C(F)(F)F)cc3)c2O[C@@H]1CN(C)Cc1ccc(Cl)c(Cl)c1	-14.8
COc1ccc(NC(=O)Nc2ccc3c(c2)C(=O)N([C@H](C)CO)C[C@H](C)[C@H](CN(C)S(=O)(=O)c2cccs2)O3)cc1	-2.0

Filtered by structure, those above with a cyano group
SMILES	NSD2 block
C[C@H](CO)N1C[C@H](C)[C@H](CN(C)C(=O)CC2CC2)Oc2ncc(-c3ccc(C#N)cc3)cc2C1=O	-2.4
C[C@H]1CN([C@@H](C)CO)C(=O)c2cc(-c3ccc(C#N)cc3)cnc2O[C@@H]1CN(C)Cc1cccnc1	7.4

Bioassay records deposited in PubChem BioAssay by Broad Institute.

A portion of the library; the hit share may differ from the screen's.
